Screening results deposited in PubChem BioAssay by National Center for Advancing Translational Sciences (NCATS).
KCNH2 3.1 inh: qHTS for Inhibitors of KCHN2 3.1: Mutant qHTS. Potassium voltage-gated channel subfamily H member 2, brain isoform KCNH2 3.1 (human). U2OS KCNH2 3.1, thallium flux FluxOr; active compounds read low. activity change, % (tested at about 1.8 µM). actives 0.95% (n = 340,000). AID 720553, 2013;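 active means maximum activity change below -70%; inconclusive means maximum activity change from -70% to -50%; inactive means maximum activity change above -50%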;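 further: thallium influx rate constant from kinetic fluorescence after stimulation buffer; on the % scale 0 is the no-effect control and ±100 the full control effect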
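Virally transduced U2OS (3.1 isoform, 4 h infection in dark at RT) → overnight 37 C → FluxOr + Red40 in HBSS/HEPES, 45 min → stimulation buffer, 2 min kinetic read → rate constant vs DMSO controls.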
ELG1 DNA repair: qHTS screen for small molecules that inhibit ELG1-dependent DNA repair in human embryonic kidney (HEK293T) cells expressing luciferase-tagged ELG1; actives 2.3% (n = 330,000); Potency, µM (titrated, usually from 46.1 µM), for inactives: at the top dose activity change, negative = inhibition, actives largely listed as inhibitors; AID 504467, 2011; HEK293T ELG1-luciferase reporter, luminescence, 16 h; DNA damage induced by 5-fluorouridine; further: potency means the concentration at half of the fitted maximal effect; on the % scale 0 is the no-effect control and ±100 the full control effect; nearly all actives have a fitted effect of over 55% in size
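HEK293T cells expressing luciferase-tagged ELG1 (2,000/well) received 5-Fluorouridine plus compound or DMSO for 16 hr at 37 °C. Luciferase was read by ONE-Glo luminescence after 30 min at room temperature.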
TRPV1 agonist: HTS Assay for Compounds that Act as Agonists of the Vanilloid Receptor 1 | Transient receptor potential cation channel subfamily V member 1 (Homo sapiens), Q8NER1 | TRPV1-expressing cells, Fluo-8 calcium influx, agonist mode | activation, % at 8.33 µM | actives 0.19% (n = 320,000); in the data active means activation above about 80%; inconclusive means between about 30% and that limit; further: 0% is about no effect
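Cells expressing TRPV1 were dye-loaded with Fluo-8 and read kinetically: 10 s baseline, 3 min after compound (agonist portion), then 2 min after EC20 capsaicin (allosteric enhancer portion). Calcium-bound dye fluorescence at 480/520 nm.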
TSHR antag: Antagonists of the Thyroid Stimulating Hormone Receptor: HTS campaign | TSHR-expressing cells, TSH-stimulated cAMP HTRF, 2 h; active compounds read low | Thyrotropin receptor (Homo sapiens), P16473 | AID 504810, 2011 | activity change, negative = inhibition, % at 11.5 µM | actives 0.2% (n = 330,000);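 active means activity change below a set negative limit, meaning inhibition stronger than a set level, cut at about -70% in these data; inconclusive means activity change between two set negative limits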; further: on the % scale 0 is the no-effect control and ±100 the full control effect
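Freshly harvested TSHR cells receive pin-tooled compound, then EC80 TSH at 4nM final. After 2 hours at 37 deg C, antibody in lysis buffer and cAMP-d2 are added; 30 minutes at ambient temperature precede the HTRF read.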
TCR activator: Activators of T cell receptors: qHTS campaign. Potency, µM (highest dose often 9.22 µM), inactives show top-dose activation of IL-2 secretion, most hits filed as activators. AID 504894, 2011. primary human leukocytes, anti-CD3, IL-2 HTRF, 48 h. 330,000 tested, under 10 active; further: % of control where 0% means no effect
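IL-2 release read by HTRF sandwich (Eu cryptate donor, d2 acceptor, 665 nm emission) after 48 hr exposure of primary human leukocytes to compound together with anti-CD3 beads in the absence of co-stimulatory signals.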
KCNH2 WT inh: qHTS for Inhibitors of KCHN2 3.1: Wildtype qHTS. AID 720551, 2013. actives 0.37% (n = 340,000). activity change, % at 1.84 µM. U2OS, BacMam KCNH2, thallium flux FluxOr; active compounds read low. Voltage-gated inwardly rectifying potassium channel KCNH2 (Homo sapiens), Q12809;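 active means maximum activity change below -70%; inconclusive means maximum activity change between -70% and -50%; inactive means maximum activity change above -50%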; further: on the % scale 0 is the no-effect control and ±100 the full control effect
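U2OS cells transduced with wild-type KCNH2 virus are loaded with FluxOr dye for 45 min, and thallium flux is measured in kinetic reads before and after stimulation buffer. Rate constants are normalized to DMSO controls.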
Mito fusion yeast: qHTS Assay for Small Molecule Inhibitors of Mitochondrial Division or Activators of Mitochondrial Fusion; S. cerevisiae fusion-defective mutant growth rescue, CellTiterGlo 48 h; Potency, µM (top dose mostly 46.1 µM), inactives show at the top dose growth rescue (activation), hits mostly activators; actives 0.23% (n = 320,000); AID 485298, 2010;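 further: potency means the concentration at half of the fitted maximal effect; % of control where 0% means no effect; nearly all actives have a fitted effect of over 45% in size; temperature-sensitive fusion mutants such as fzo1-1 at 37 °C on non-fermentable ethanol glycerol medium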
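Yeast fusion mutant, YPEG (non-fermentable carbon), compound, 48 h at 37C non-permissive; CellTiterGlo added, 10 min RT, luminescence read. Rescued growth = division inhibition.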
A-T KAP1 phos: qHTS Assay for Identifying a Potential Treatment of Ataxia-Telangiectasia; actives 0.19% (n = 320,000); Potency, µM (highest dose often 57.5 µM), for the others: at the top dose activation, actives largely listed as activators; AID 485349, 2010; […] A-T fibroblasts, KAP-1 phosphorylation AlphaLISA; neocarzinostatin DNA damage 30 min before lysis; further: potency means the concentration at half of the fitted maximal effect; % of control where 0% means no effect; nearly all actives have a fitted effect of over 45% in size
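hTERT-immortalized A-T patient fibroblasts ([…]), 500 cells/well in OPTI-MEM, 1% FBS, got compounds for 60 min, then NCS for 30 min at 37C. Lysates were then assayed for phospho-KAP-1 by AlphaLISA (anti-pKAP1 donor, anti-KAP1 acceptor beads), 6 hr at 25C.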
USP2a block: qHTS Assay for Inhibitors of Ubiquitin-specific Protease USP2a Using CHOP2 as the Reporter; Ubiquitin carboxyl-terminal hydrolase 2 (Homo sapiens), O75604; USP2 core, Ub-CHOP2 coupled fluorogenic reporter, 485/531; Potency, µM (series often up to 38.3 µM), inactives show at the highest dose activity change, negative = inhibition, actives largely listed as inhibitors; actives 0.01% (n = 330,000); AID 463254, 2010;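 further: potency means the concentration at half of the fitted maximal effect; plate controls were DMSO wells for no effect and full inhibition by NEM control for full effect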
Target sequence (O75604 whole entry, looked up): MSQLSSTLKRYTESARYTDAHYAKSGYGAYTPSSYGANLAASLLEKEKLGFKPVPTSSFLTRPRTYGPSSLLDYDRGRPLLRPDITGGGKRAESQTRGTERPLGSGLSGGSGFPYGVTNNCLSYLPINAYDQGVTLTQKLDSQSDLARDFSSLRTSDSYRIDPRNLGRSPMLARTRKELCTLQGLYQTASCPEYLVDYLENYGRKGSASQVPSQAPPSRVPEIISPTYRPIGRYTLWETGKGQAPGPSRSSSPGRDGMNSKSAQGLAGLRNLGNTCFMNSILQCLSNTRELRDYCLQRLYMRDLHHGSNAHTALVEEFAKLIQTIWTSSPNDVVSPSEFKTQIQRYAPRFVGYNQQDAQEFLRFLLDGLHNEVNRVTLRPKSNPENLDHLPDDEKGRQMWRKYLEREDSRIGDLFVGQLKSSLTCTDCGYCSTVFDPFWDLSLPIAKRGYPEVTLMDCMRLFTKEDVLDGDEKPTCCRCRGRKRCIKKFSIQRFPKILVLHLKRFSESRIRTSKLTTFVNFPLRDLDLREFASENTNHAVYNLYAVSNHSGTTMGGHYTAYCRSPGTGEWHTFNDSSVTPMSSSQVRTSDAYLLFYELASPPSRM
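USP2 core (10nM final) preincubated 30min RT with compound in 20mM Tris-HCl pH 8.0, 2mM CaCl2, 2mM beta-mercaptoethanol, 0.05% CHAPS; 25nM Ub-CHOP2 plus 25nM reporter substrate added, fluorescence (Ex485/Em531) read after 60min.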
Eya2 phos inh: qHTS Assay for Inhibitors of the Phosphatase Activity of Eya2 | recombinant Eya2, OMFP fluorescence dephosphorylation (OMFP is methylfluorescein phosphate) | Potency, µM (highest dose often 76.9 µM), for inactives: at the highest dose activity, negative = inhibition, actives largely listed as inhibitors | actives 0.006% (n = 330,000) | AID 488837, 2010; further: potency means the concentration at half of the fitted maximal effect; on the % scale 0 is the no-effect control and ±100 the full control effect
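Eya2 protein (added as 0.2 uM solution) was preincubated with compound for 10 min at ambient temperature in 50 mM HEPES pH 7.5, 50 mM NaCl, 5 uM MgCl2, 0.05% BSA, 1 mM DTT. OMFP (added at 50 uM) then reacted 10 min; fluorescence read at 485/525 nm.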
An asterisk follows results filed as active; ? = inconclusive; nt = not tested or not shown; [ ] = another dose, or the depositor's remark. Unless noted, the call rests on the fitted dose curve; in most records, active means well fitted curve in the direction sought with a large enough effect; inconclusive means small, poorly fitted or top-dose-only effect, or another doubt; inactive means no such curve, though single readings can be large; an effect the other way counts as inactive or inconclusive. This is a subset; rates above refer to the full screens.

SMILES	KCNH2 3.1 inh	ELG1 DNA repair	TRPV1 agonist	TSHR antag	TCR activator	KCNH2 WT inh	Mito fusion yeast	A-T KAP1 phos	USP2a block	Eya2 phos inh
Cc1ccccc1C(=O)NC1CCSC1=O (stereo not drawn)	6	0%	2	3	1%	33	0%	4%	0%	18%
COc1ccc(CN(C(=O)CSc2nnc(-c3ccc(OC)c(OC)c3)o2)c2ccc(F)cc2)cc1	10	16µM*	-4	8	-2%[46.1 µM]	12	23%	5%	2%	3%
O=C(NC1CCCCC1)N1CCN(C(c2ccccc2)c2ccccc2)CC1	-16	?	-4	-7	-12%	-39	4%	nt	0%	2%
CCOC(=O)c1c(C)nc2sc3c(=O)n(-c4ccc(C(C)=O)cc4)cnc3c2c1-c1ccc(Cl)cc1	?	21µM*	2	16	8%	-9	3%	-1%	3%	-16%
COc1ccc(NC(=O)CCCSc2nc(-c3ccco3)cc(C(F)(F)F)n2)cc1OC	3	21µM*	83*	-4	2%[46.1 µM]	-2	-3%	-7%	1%	-15%
Cc1nn2c3ccccc3nc2c2ccccc12	0	?	-4	-2	nt	4	1%	nt	1%	9%
COC(=O)C1CCN(C(=O)CCC2CCCCC2)CC1	0	?	?	8	-5%	-2	-1%	5%	0%	-18%
CC(C)(C)c1cc[n+](C2=C([O-])c3ccccc3C(=O)/C2=N\S(=O)(=O)c2cccs2)cc1	7	2.9µM*	-1	13	11%	8	4%	13%	-1%	-12%
CC(=O)/C(N)=N/Nc1cccc(Cl)c1	-6	-3%	0	5	-6%[46.1 µM]	1	11%	-8%	2%	5%
Cc1ccc(S(=O)(=O)N2CCN(C(=O)CNC(=O)c3sc4ccccc4c3Cl)CC2)cc1	-3	10%	-3	2	-9%	-5	0%	1%	2%	-10%
CC1(C)CC(=O)C2=C(C1)Nc1ccccc1N=C2	nt	6%	13	-11	-1%[46.1 µM]	nt	-7%	nt	9%	2%
CCCNC(=O)CSC1=N/C(=C/c2ccc(F)cc2)C(=O)N1CC	-31	-5%	?	24	-3%[46.1 µM]	-23	-2%	17%	1%	-1%
COC(=O)C1(C(=O)OC)NOC2C(=O)N(c3ccc(Cl)cc3Cl)C(=O)C21 (stereo not drawn)	3	?	7	16	-4%	27	-2%	-1%	0%	9%
CSc1nc(C)cc(SCC(=O)Nc2ccc(Cl)cc2Cl)n1	-3	-28%	-3	-15	1%[46.1 µM]	1	13%	4%	0%	1%
CCOC(=O)c1c(NC(=S)Nc2ccccc2)sc(C)c1C	1	?	1	0	3%[46.1 µM]	0	1%	-4%	-2%	4%
Cc1cccc(CCN2C(N(C)C)=NC[C@@H]2C)c1	10	3%	-1	-1	2%	10	-5%	16%	1%	13%
Cc1ccc(-c2nn(-c3ccccc3)cc2/C=C/C(=O)OCC(=O)NC2CC2)o1	-28	-11%	?	-21	1%	-1	-2%	6%	-6%	-6%
Cc1cc(C)c(NC(=O)NC(=O)c2cccc(F)c2)c(C)n1	-20	?	-3	9	-5%	4	-4%	3%	0%	18%
COc1ccc(C(c2c(NC(C)=O)sc3c2CCCC3)N2CCN(CCO)CC2)cc1OC (stereo not drawn)	-13	?	0	-3	-3%	-4	0%	14%	1%	-3%
CCCCN=C1NN=C(c2cc3ccccc3o2)CS1	-12	?	2	0	1%[46.1 µM]	3	-10%	-1%	1%	8%
CCOC(=O)Cc1sc(N)nc1C	6	6%	-3	13	7%[46.1 µM]	11	-6%	3%	-5%	-3%
COc1cc(-c2nnc(SC(C)C(=O)Nc3c(C)n(C)n(-c4ccccc4)c3=O)o2)cc(OC)c1OC (stereo not drawn)	-7	9%	3	-7	nt	1	-2%	3%	6%	-21%
c1ccc(-c2nc3ccccc3nc2N2CCOCC2)cc1	11	-18%	-1	1	-8%	1	1%	-3%	-5%	-2%
O=[n+]1cc(-c2ccc(Br)cc2)n([O-])c2c1CCC2	9	2%	1	13	-6%[46.1 µM]	6	2%	-2%	-2%	0%
O=C(c1cc(-c2ccc(F)cc2)on1)N1CCOCC1	-11	?	?	-4	-6%	12	-4%	-5%	1%	?
O=C(Nc1ccccc1)c1cc(-c2ccccc2Cl)no1	-12	?	85*	-28	2%	16	-2%	-11%	1%	4%
O=C(c1ccc(Cl)cc1)N1CCN(C(=O)C2CCCCC2)CC1	-1	-1%	-2	28	8%	-8	-2%	14%	-1%	9%
COc1ccc(C(=O)Oc2coc(CSc3nnc(NC(=O)c4cccs4)s3)cc2=O)cc1	16	?	-2	10	-4%[46.1 µM]	-8	10%	-1%	0%	1%
COc1ccc(C(=O)NNC(=O)c2cccc(S(=O)(=O)N3CCOCC3)c2)cc1	-10	5%	nt	5	-13%	0	nt	18%	2%	4%
Cc1cc(NC(=O)CSc2nnc(CNC(=O)c3cccc(C(F)(F)F)c3)o2)no1	-7	22%	-3	-4	14%	14	2%	7%	-1%	5%
Cc1ccc(Nc2nnc(SC(C)C(=O)NC3CC3)s2)cc1 (stereo not drawn)	11	-26%	1	10	1%	-4	-5%	1%	-1%	-1%
O=C(N/N=C/c1ccc([N+](=O)[O-])o1)C1CC1	-3	?	-4	-1	16%	nt	-4%	6%	2%	8%
Cc1cc([N+](=O)[O-])ccc1NC(=S)NC1CCCC1	-4	4%	3	-6	-3%	3	5%	0%	4%	15%
c1nc(NCCN2CCOCC2)c2c3c(sc2n1)CCCCC3	-1	18%	2	-5	nt	8	2%	8%	5%	5%
CC(Cc1c[nH]c2ccccc12)C(=O)O (stereo not drawn)	11	-15%	-5	-9	-2%	3	25%	-6%	3%	14%
Cn1c(=O)[nH]c(=O)c2c1nc(Br)n2C/C=N/Nc1ccccc1	3	?	-3	13	-4%	-8	-7%	-3%	-5%	-6%
O=C(Cc1ccccc1)c1c[nH]c(C(=O)NCCCN2CCOCC2)c1	-3	-6%	-2	25	-6%	11	-5%	1%	5%	1%
O=C(c1cccc(F)c1)N1CCC(c2nc3ccccc3s2)CC1	-9	?	19	-5	-4%	24	-11%	2%	1%	-9%
CCCC(=O)Nc1nnc(CCc2ccccc2)s1	-3	22%	10	-89*	nt	-6	3%	6%	-2%	-3%
COc1ccc(N2CCN(C(=O)CN3C(=O)c4ccccc4S3(=O)=O)CC2)cc1	4	2%	-2	5	11%	-6	-4%	-9%	2%	-1%
Cc1ccccc1/C=C1\OC(=O)c2ccccc21	0	12%	9	-14	2%	-11	0%	0%	1%	-2%
CC(NC(=O)C1C(=O)N(CCO)C2(C)CC1c1ccccc1O2)c1ccccc1 (stereo not drawn)	-5	3%	1	15	1%	-1	2%	3%	-3%	-2%
CC1(COS(N)(=O)=O)CCCCC1	16	17%	6	-31	-3%	-15	-1%	25%	2%	4%
O=C(Nc1nccs1)C1CCN(S(=O)(=O)c2ccccc2)CC1	23	0%	5	-15	3%	-7	8%	-2%	1%	-9%
COc1ccc2c(c1)[nH]c1c(=O)n(/N=C/C3C(C)C=C(C)CC3C)c(=O)[nH]c12 (stereo not drawn)	-2	?	0	-8	-4%	-13	0%[9.22 µM]	0%	-3%	-7%
CCOc1ccc(C(=O)NCC(=O)OCC(=O)Nc2cccc(S(=O)(=O)N3CCCC3)c2)cc1	4	20%	9	-1	4%	-9	-3%	-41%	-2%	13%
O=C(OCc1nnc(-c2ccc(Cl)cc2)o1)C12CC3CC(CC(O)(C3)C1)C2	1	?	4	-3	0%	-3	-3%	-3%	-1%	-18%
O=C(CCCc1nc2ccccc2s1)NNC(=O)CCN1CCN(Cc2ccccc2)CC1	0	13%	0	4	-2%	16	-2%	-3%	11%	-17%
COc1ccccc1/C=C1\SC(=S)N(NS(=O)(=O)c2ccccc2)C1=O	-28	-8%	7	-3	2%	-7	26%	3%	1%	16%
CC(=O)N[C@@H](C)c1nc2ccccc2n1CCCN1CCN(c2nc(-c3ccc(C)cc3)cs2)CC1	-44	?	?	-12	-4%	10	1%	7%	1%	3%
